# CHRM5 agonist: CHRM5 agonism in calcium assay; CHO-K1 hM5 cells, Fluo-8 calcium fluorescence; 0% DMSO wells, 100% maximal acetylcholine response; actives 0.19% (n = 360,000); P08912; activation, % at 3 µM;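 active = activation above the run's mean over test compounds plus 3 SD, cut at about 23% in these data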;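 also: signal is peak over basal fluorescence ratio across the kinetic read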
# Target sequence (P08912 whole entry, looked up): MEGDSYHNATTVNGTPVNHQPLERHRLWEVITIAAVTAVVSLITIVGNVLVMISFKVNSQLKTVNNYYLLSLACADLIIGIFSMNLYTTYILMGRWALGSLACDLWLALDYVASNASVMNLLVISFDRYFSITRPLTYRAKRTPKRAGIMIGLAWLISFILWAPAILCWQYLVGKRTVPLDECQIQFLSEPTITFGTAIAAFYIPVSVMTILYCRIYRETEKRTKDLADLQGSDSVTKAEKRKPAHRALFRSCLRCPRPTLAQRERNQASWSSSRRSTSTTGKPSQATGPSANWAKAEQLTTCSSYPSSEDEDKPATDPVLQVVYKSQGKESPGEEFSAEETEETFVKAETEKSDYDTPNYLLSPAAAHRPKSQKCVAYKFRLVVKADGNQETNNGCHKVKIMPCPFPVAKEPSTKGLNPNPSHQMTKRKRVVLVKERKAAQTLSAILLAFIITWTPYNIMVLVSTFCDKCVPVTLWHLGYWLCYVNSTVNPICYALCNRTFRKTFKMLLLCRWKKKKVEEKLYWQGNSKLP
# M1 PAM: human CHRM1 positive allosteric modulation. AID 588819. CHO-K1 hM1, Fluo-8 calcium fluorescence, ACh EC20; 0% = ACh EC20, 100% = maximal ACh. actives 0.088% (n = 360,000). activation, % at 3 µM. P11229; in the data active = activation above about 19%, passing the limit was not always enough
# M4 PAM: CHRM4 positive allosteric modulation | CHO-K1 hM4/Gqi5, Fluo-8 calcium fluorescence, ACh EC20; 0% = ACh EC20, 100% = maximal ACh | activation, % at 3 µM | actives 0.4% (n = 360,000) | AID 624126;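 active = activation above its plate's cutoff, the mean activation of sample wells plus 3 SD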; also: some results filed as inactive read as strong as hits
# Target sequence (P08173 whole entry, looked up): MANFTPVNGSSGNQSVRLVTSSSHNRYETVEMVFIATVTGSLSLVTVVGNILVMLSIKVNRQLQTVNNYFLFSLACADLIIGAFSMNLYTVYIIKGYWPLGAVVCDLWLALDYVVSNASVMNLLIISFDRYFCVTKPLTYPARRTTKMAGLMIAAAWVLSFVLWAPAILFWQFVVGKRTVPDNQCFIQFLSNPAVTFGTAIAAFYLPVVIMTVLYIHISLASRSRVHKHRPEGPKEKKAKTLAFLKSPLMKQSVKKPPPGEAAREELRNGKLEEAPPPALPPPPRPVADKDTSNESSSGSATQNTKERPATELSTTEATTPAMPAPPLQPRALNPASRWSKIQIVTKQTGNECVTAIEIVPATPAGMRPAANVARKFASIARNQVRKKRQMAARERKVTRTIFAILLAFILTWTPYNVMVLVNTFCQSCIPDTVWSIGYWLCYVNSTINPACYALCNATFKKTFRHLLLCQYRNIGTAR
# CHRM5 antagonist: blocks acetylcholine activation of human M5 receptor; P08912; CHO-hM5 cells, Fluo-8 calcium fluorescence, ACh EC80; inhibition, % at 3 µM; actives 0.59% (n = 360,000);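 active = inhibition above a per-plate cutoff, the mean of that plate's test compounds plus 3 SD, cut at about 27% in these data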;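 also: 0% = acetylcholine EC80 with DMSO and 100% = DMSO without agonist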
# CHRM4 agonist: CHRM4 agonism in calcium assay. P08173. CHO-K1 hM4/Gqi5, Fluo-8 calcium fluorescence; vehicle 0%, full acetylcholine response 100%. activation, % at 3 µM. actives 0.14% (n = 360,000). AID 624127;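 active = activation above the run mean over all test wells plus 3 SD, cut at about 32% in these data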;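 also: peak over basal fluorescence ratio per well then scaled between controls; 0% = DMSO wells and 100% = acetylcholine at EC100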
# CHRM4 antagonist: blocks acetylcholine activation of human M4 receptor; P08173; CHO-hM4 cells, ACh EC80, Fluo-8 calcium fluorescence; inhibition, % at 3 µM; actives 0.73% (n = 360,000); AID 624125;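 active = inhibition above its plate's cutoff, the mean inhibition of sample wells plus 3 SD, cut at about 27% in these data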;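 also: 0% = acetylcholine EC80 with DMSO and 100% = DMSO without agonist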
# CRFBP-R2 block: antagonists of CRF-binding protein/CRF-R2 receptor complex. HEK293 CRF-R2/CRF-BP, CRF-induced calcium fluorescence. inhibition, % at 11.8 µM. actives 0.59% (n = 350,000). AID 588475;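 active = inhibition of the ligand-induced calcium signal above about 50% at the single tested concentration, limit read from the data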
# CRFBP-R2 agonist: agonists of human CRF-binding protein/CRF-R2 receptor complex | actives 0.46% (n = 350,000) | AID 588473 | HEK293 CRF-R2/CRF-BP, calcium dye fluorescence (FLIPR); percent of saturating CRF peptide response | activation, % at 13.2 µM;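 active = activation of at least 50%, plus an integration ratio under a set limit after plate pattern correction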;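 also: plate controls were neutral control wells without compound for no effect and CRF at EC100 for full effect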
# CHRM5 PAM: positive allosteric modulators of human muscarinic M5 receptor. P08912. CHO-K1 hM5, Fluo-8 calcium, ACh EC20 PAM; 0% = ACh EC20, 100% = ACh EC100. activation, % at 3 µM. actives 0.3% (n = 360,000). AID 624038;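 active = activation above the run cutoff, the mean activation of all test compounds plus 3 SD, cut at about 18% in these data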
#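 system = human M5 receptor in CHO-K1 cells | reagent = EC20 acetylcholine as agonist stimulus | compound dosing = single-point, 3 µM nominal | incubation = Fluo-8 loading 80 min at 37 °C plus 30 min room temperature | detection = Fluo-8 calcium dye fluorescence, kinetic read | benchmarks = low control EC20 acetylcholine (0%), high control EC100 acetylcholine (100%)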
# The depositor's hits bear a star; . = not tested or not shown; & = joins results of further samples. Outcome played no part in choosing rows; overall some 2.6% were active at least once.
SMILES,CHRM5 agonist,M1 PAM,M4 PAM,CHRM5 antagonist,CHRM4 agonist,CHRM4 antagonist,CRFBP-R2 block,CRFBP-R2 agonist,CHRM5 PAM
C=CCc1cccc(CNc2nc3ccccc3n2C(C)C)c1O,-3,-3,1,1,4,-1,27,-0.3,-5
COCC(=O)NC1CC2CCC(C1)N2C(=S)Nc1ccccc1C(=O)OC (configuration not stated),4,1,6,3,-2,-18,8,-1.9,10
CN(C)S(=O)(=O)c1ccc(N2CCCC2)c(C(=O)N2CCN(S(=O)(=O)c3ccc(F)cc3)CC2)c1,-2,6,-2,6,7,-21,-6,0.0,-9
O=C(c1cccc(Cl)c1)N1CCN(Cc2c[nH]c3ccccc23)CC1,-1,-7,7,-7,5,0,-22,-0.3,-4
O=C(Nc1ccc(F)cc1F)N1CCC(c2nc3ccccc3o2)CC1,-3,-1,6,-4,2,8,9,-0.1,-3
O=C(CCC(C(=O)O)N1C(=O)c2ccccc2C1=O)Nc1ccccc1 (configuration not stated),2,15,12,-4,1,-15,-2,0.5,10
Cc1csc(SCC(=O)NC(=O)NC(C)(C)C)n1,-2,15,6,-12,0,4,-9,1.5,6
CCCCC[n+]1ccn(-c2nc3ccccc3nc2[N-]S(=O)(=O)c2ccc(C)cc2)c1,-3,-3,-4,0,0,0,1,0.4,-1
CCc1ccc2[nH]c(=O)c(CN(Cc3nnnn3C3CCCC3)C3CCCCC3)cc2c1,0,-3,-19,-4,-1,16,0,0.7,0
Cc1cc(NS(=O)(=O)c2ccc(NC(=O)CCCOc3ccccc3C)cc2)nc(C)n1,-3,1,-8,0,0,6,-36,0.4,2
COc1cccc(C(=O)Nc2cccc(-c3ccc(N4CCOCC4)nn3)c2)c1,0,-7,-2,5,13,-6,2,-0.3,-3
N#CCSc1ccccc1NC(=O)COC(=O)C1CCN(C(=O)c2ccc(Cl)cc2)CC1,1,12,5,3,1,-12,-6,0.6,1
O=C(CN1CCCCCC1)Nc1cccc(NC(=O)CN2CCCCCC2)c1,-3,8,3,7,2,-1,2,-0.1,-4
Fc1ccc2nc(Nc3nc4c(F)cccc4s3)sc2c1,2,3,0,-9,1,2,-59,20,-4
Cc1cc(NC(=O)CN2C(=O)NC(c3ccccc3)(c3ccc(C)c(C)c3)C2=O)no1 (configuration not stated),-4,22,5,7,1,0,-7,-0.2,9
CCOCCCNC(=S)N1C2CCC1CC(NC(=O)Nc1ccc(C(=O)OCC)cc1)C2 (configuration not stated),-8,0,-10,1,2,6,1,-2.0,10
Cc1cccn2cc(-c3c[nH]c4ccccc34)nc12,1,6,2,5,0,-1,-3,0.6,8
O=c1cc(-c2ccccc2Cl)oc2c(NS(=O)(=O)c3cccs3)ccc(O)c12,-3,-6,-7,10,3,-7,0,-0.6,-9
O=C(CN(C(=O)CNC(=O)c1ccco1)c1ccc(Cl)c(Cl)c1)NC1CCCCC1,7,1,-6,3,3,-1,-73,15,-5
O=c1ccc(=O)n(-c2ccccc2)[nH]1,0,2,-1,12,0,0,-10,1.6,-6

# Of the compounds above, these contain an aryl thioether with sulfur outside any ring.
SMILES,CHRM5 agonist,M1 PAM,M4 PAM,CHRM5 antagonist,CHRM4 agonist,CHRM4 antagonist,CRFBP-R2 block,CRFBP-R2 agonist,CHRM5 PAM
Cc1csc(SCC(=O)NC(=O)NC(C)(C)C)n1,-2,15,6,-12,0,4,-9,1.5,6
N#CCSc1ccccc1NC(=O)COC(=O)C1CCN(C(=O)c2ccc(Cl)cc2)CC1,1,12,5,3,1,-12,-6,0.6,1

# (further entries)
SMILES,CHRM5 agonist,M1 PAM,M4 PAM,CHRM5 antagonist,CHRM4 agonist,CHRM4 antagonist,CRFBP-R2 block,CRFBP-R2 agonist,CHRM5 PAM
C/C(=N\NC(=O)COc1ccc([N+](=O)[O-])cc1)c1ccco1,2,-5,-1,-4,0,8,10,-2.3,-2
NS(=O)(=O)c1ccc(CCNC(=O)CCCn2c(SCC(=O)N3CCCC3)nc3ccsc3c2=O)cc1,-3,4,0,10,2,-1,-8,-0.5,1
CC(=O)Nc1ccc(N=c2cc([N+](=O)[O-])cc(Cl)n2O)cc1,-2,-2,6,1,0,-7,-2,-0.4,1
Cc1ccc(S(=O)(=O)n2c(CN3CCCC(C)C3)nc3ccccc32)cc1 (configuration not stated),-3,16,1,-1,0,3,-13,1.1,0
COc1ccc(C(C)=O)cc1Cn1c(C)c(C(=O)NCc2cccc(Cl)c2)sc1=O,-2,-1,-1,-6,6,-15,.,.,-4
OC[C@@H]1CN(Cc2ccc(F)cc2)C[C@H](n2cnc3c(Nc4ccccc4)ncnc32)O1,2,-5,-13,13,16,-1,.,.,-9
CCN(CC(=O)Nc1ccc(OC)cc1)C(=O)c1ccc2c(=O)n3c(nc2c1)CCC3,0,11,5,3,0,0,-7,-0.2,3
CC(=O)Nc1ccc(Nc2nc3ccccc3nc2NS(=O)(=O)c2ccccc2)cc1,-5,0,-5,5,2,1,26,4.8,-2
CCCCNC(=O)CNC(=S)N(CCCN1CCOCC1)Cc1cccs1,-1,6,3,1,1,-12,-1,-0.4,-4
CC(C)CCCN1C(N(C)C)=NC[C@@H]1C,-11,21,14,0,1,-6,1,-1.0,-5
Nc1n[nH]c(N)c1N=Nc1ccccc1F,-6,11,8,0,1,-12,5,-2.7,0
O=C(O)CCC(=O)NC(c1ccccc1)c1ccccc1,-1,2,12,-9,1,-16,-4,1.5,5
O=C(/C=C/c1cccc([N+](=O)[O-])c1)NC(=S)Nc1cccc(NC(=O)c2ccccc2Cl)c1,-2,5,3,-7,2,0,21,-0.3,6
Cc1cccc(NC(=O)CN2CCOCC2)c1C,0,10,-2,4,1,10,3,2.1,-3
Nc1scc2c(C(=O)N/N=C/c3ccc(Cl)cc3)nn(-c3ccccc3)c(=O)c12,1,5,2,-1,0,4,7,-1.8,0
COCOCCn1cc(CN2CCS(=O)(=O)N(Cc3ccc(-c4ccc(OC)cc4)cc3)C(C(C)C)C2=O)nn1 (configuration not stated),-1,-2,-1,3,6,-13,6,-0.1,-1
Nc1c(Cl)ncnc1N/N=C/c1ccc(O)cc1,2,17,9,-2,1,-1,16,-2.4,6
CCOC(=O)c1[nH]c2ccc(OC)cc2c1NC(=O)CCN1CCCC(C)C1 (configuration not stated),-12,-15,2,-4,0,-8,-6,0.3,-4
Cc1ccc(SCc2[nH]nc3c2C2(C(=O)N(C)c4ccccc42)C(C#N)=C(N)O3)cc1 (configuration not stated),-4,4,2,3,2,2,-25,-1.9,2
COC(=O)c1ccc(CN2C(=O)C3CCCCC3C2=O)o1 (configuration not stated),-3,4,4,7,1,3,-6,-1.3,3
CC(Nc1ncnc2ccccc12)c1ccccc1 (configuration not stated),9,-7,-11,26,16,22,0,1.9,-11
O=C(O)C(Cc1ccc(O)cc1)N1C(=O)C2CCCCC2C1=O (configuration not stated),1,-5,12,5,1,0,-1,1.2,-7
CCn1c(SCC(=O)N2CC(=O)Nc3ccccc32)nnc1-c1ccoc1C,-3,2,-2,-13,1,-1,0,-1.0,-3
O=C(CSc1ccc(-c2ccncc2)nn1)N1CCN(c2ccccc2)CC1,-2,-1,-2,8,4,-3,63*,2.3,-2
COc1cccc(CN2CCN(Cc3nc(-c4cccc(F)c4F)oc3C)CC2=O)c1,-4,-1,2,1,3,0,6,0.9,-4
CC(=O)N1CCOc2ccc(S(=O)(=O)NC[C@H]3O[C@@H](n4ccc(N)nc4=O)[C@H](O)[C@@H]3O)cc21,0,4,6,3,1,-10,-13,-1.4,-2
O=C(O)C1CCCN(S(=O)(=O)c2ccc(-c3ccc(=O)[nH]n3)s2)C1 (configuration not stated),-4,0,-3,8,2,-5,-9,0.2,-7
Cc1onc(-c2ccccc2)c1C(=O)N1CCN(S(=O)(=O)c2ccc(Cl)cc2)CC1,-2,8,2,0,2,1,2,-0.2,2
COC(=O)[C@]1(C)N[C@H](c2ccc(-c3ccc(F)cc3)cc2)[C@@H]2C(=O)N(C)C(=O)[C@@H]21,3,7,10,8,3,-3,0,-1.8,0
C=C(C)Cn1c(C2CC(=O)N(Cc3ccccc3)C2)nc2ccccc21 (configuration not stated),4,4,4,1,5,-14,-6,0.1,-7
Cc1cccc(C(=O)N=c2c(C#N)cc3c(=O)n4cccc(C)c4nc3n2Cc2ccco2)c1,3&-1,8&7,7&1,-2&-8,2&1,-9&6,-7&-8,7.5&17,-5&2
CCOc1ccc(C2C(C#N)=C(N)Oc3n[nH]c(C)c32)cc1OC(=O)C1CC1 (configuration not stated),0,-2,-11,6,0,-2,-5,-0.4,-7
COc1ccc(NS(=O)(=O)c2cn(C)nc2C)cc1,-5,7,4,-7,1,-4,1,-1.5,2
Cc1ccc(Cl)cc1NC(=O)Cn1cc2c(n1)CCCC2,-3,0,4,-1,1,-14,9,-1.1,-3
CC(C)C[C@@H](CSc1ccccc1)N1CCN(CCc2ccccc2)CCC1=O,-8,0,2,4,2,2,7,-2.6,-3
CCCCN(C(=O)COC(=O)c1ccc(C=O)cc1)c1c(N)n(CCC)c(=O)[nH]c1=O,2,6,8,9,1,3,-16,12,-3
Cc1nn(-c2ccccc2[N+](=O)[O-])c(=O)c2ccccc12,-2,3,-6,5,0,6,-3,0.2,4
CNc1nc2cccnc2s1,-2,6,1,20,0,7,5,-1.3,-8
COc1ccc(C2=CSC3=NCCN23)cc1Cl,-8,-3,-5,9,0,16,-6,-0.7,-8
COc1cccc(-n2c(C)n[nH]c2=O)c1,-1,7,7,1,0,-2,8,0.0,1
Cc1cccc2cc3c(NC(=O)CC(C)C)nn(C)c3nc12,0,12,12,-2,0,-5,-1,-1.6,3
CC(Cc1c[nH]c2ccccc12)NC(N)=O (configuration not stated),-1,6,11,4,2,-3,-3,4.5,7
Nn1cc(-c2ccccc2)nc1SCC(=O)NCC(F)(F)F,0,11,-1,4,1,-1,8,-0.8,8
O=C(O)c1cc(-c2ccco2)nc2ccc(Br)cc12,0&-2,4&2,6&6,-3&-4,1&5,9&-22,-11&-10,-1.1&3.0,1&-4
C#CCOc1ccccc1CNC1CCN(Cc2ccccc2)CC1,-6,-6,-6,7,2,14,-1,2.2,-3
COC(=O)c1c(NC(=O)COC(=O)c2ccc(O)cc2)sc2c1CCCCC2,-2,-4,4,-2,0,1,-11,0.8,-1
COc1cccc(CN=CC2=C(O)CC(C)(C)CC2=O)c1OC,2,6,2,-2,0,1,22,-0.1,-6
CCSc1nnc(NC(=O)C(CC)Oc2ccccc2)s1 (configuration not stated),10,2,2,1,9,-2,-22,-1.6,-4
N#C/C(=C/c1ccc(N2CCOCC2)o1)C(=O)N1CCOCC1,3,6,6,11,4,0,-38,67*,-3
c1ccc(-c2ccccc2OCCN2CCCC2)cc1,-24,-29,-14,19,1,20,-9,0.5,-33
COCCCNC(=O)CN1C(=O)/C(=C/c2ccccc2C)Sc2ccccc21,-3,9,-5,-10,2,-3,6,-2.2,-3
Cn1c(=O)c2c(nc(SCc3ccc(C(=O)O)cc3)n2C)n(C)c1=O,-1,4,-5,15,0,-3,-4,-2.0,-4
CCCC(=O)NCCSC,-4,8,2,3,0,-3,20,-1.5,0
CC1(C)CC(=O)c2cc(OCC(=O)N3CCN(c4ccccc4F)CC3)ccc2O1,1,0,2,-2,2,-4,0,-1.1,0

# Structures listed above shown as hits in CRFBP-R2 agonist:
SMILES,CHRM5 agonist,M1 PAM,M4 PAM,CHRM5 antagonist,CHRM4 agonist,CHRM4 antagonist,CRFBP-R2 block,CRFBP-R2 agonist,CHRM5 PAM
N#C/C(=C/c1ccc(N2CCOCC2)o1)C(=O)N1CCOCC1,3,6,6,11,4,0,-38,67*,-3
